GC-B act: GC-B (human) receptor activation; P20594; HEK293-GC-B cells, CNP EC30, cGMP TR-FRET; 0% at EC30 CNP, 100% saturating CNP; 370,000 compounds, 0.11% hits; activation, % at 10 µM;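 active = activation at 10 µM reaching about 35% in either raw or pattern-adjusted values, limit read from the data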
hcDAF12 agonist: activators of H. contortus DAF-12 nuclear receptor; HEK293 hcDAF-12 lit1-tk-luc reporter, luminescence; 0% DMSO, 100% Δ7-dafachronic acid; activation, % at 6.8 µM; 370,000 compounds, 1.4% hits;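 active = activation above the mean of all tested compounds plus 3 SD, cut at about 5.5% in these data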;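 note: 100% = response to 3 µM Δ7-dafachronic acid high control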
DAX1 inh-1: DAX1 (NR0B1) inhibition, primary screen. inhibition, % at 6.8 µM. 370,000 compounds, 1.1% hits. AID 652010. HEK293T StAR-luciferase reporter, SF-1/DAX-1 repression relief;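 active = inhibition above the mean over all tested compounds plus 3 SD, cut at about 3.6% in these data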;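 note: 0% = DAX-1 cells with DMSO and 100% = cells lacking DAX-1 with DMSO; higher inhibition means more luminescence from relief of DAX-1 repression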
FXN GAA850 act: activators of GAA850 frataxin (FXN) promoter; 360,000 compounds, 0.56% hits; activation, % at 6 µM; HEK293 lucGAA850 FXN promoter luciferase reporter, 24 h; percent of 10 µM SAHA response;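 active = activation above the average of all compounds screened plus 3 SD, cutoff fixed separately per campaign, cut at about 7.5% in these data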;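 note: 0% = DMSO wells and 100% = 10 µM SAHA wells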
GC-A act: GC-A (human) enzyme activation; P16066; HEK293 GC-A cells, cGMP TR-FRET, EC30 ANP; 0% at EC30 ANP, 100% saturating ANP; activation, % at 10 µM; 370,000 compounds, 0.14% hits; in the data active = activation above about 40%
Target sequence (P16066 whole entry, looked up): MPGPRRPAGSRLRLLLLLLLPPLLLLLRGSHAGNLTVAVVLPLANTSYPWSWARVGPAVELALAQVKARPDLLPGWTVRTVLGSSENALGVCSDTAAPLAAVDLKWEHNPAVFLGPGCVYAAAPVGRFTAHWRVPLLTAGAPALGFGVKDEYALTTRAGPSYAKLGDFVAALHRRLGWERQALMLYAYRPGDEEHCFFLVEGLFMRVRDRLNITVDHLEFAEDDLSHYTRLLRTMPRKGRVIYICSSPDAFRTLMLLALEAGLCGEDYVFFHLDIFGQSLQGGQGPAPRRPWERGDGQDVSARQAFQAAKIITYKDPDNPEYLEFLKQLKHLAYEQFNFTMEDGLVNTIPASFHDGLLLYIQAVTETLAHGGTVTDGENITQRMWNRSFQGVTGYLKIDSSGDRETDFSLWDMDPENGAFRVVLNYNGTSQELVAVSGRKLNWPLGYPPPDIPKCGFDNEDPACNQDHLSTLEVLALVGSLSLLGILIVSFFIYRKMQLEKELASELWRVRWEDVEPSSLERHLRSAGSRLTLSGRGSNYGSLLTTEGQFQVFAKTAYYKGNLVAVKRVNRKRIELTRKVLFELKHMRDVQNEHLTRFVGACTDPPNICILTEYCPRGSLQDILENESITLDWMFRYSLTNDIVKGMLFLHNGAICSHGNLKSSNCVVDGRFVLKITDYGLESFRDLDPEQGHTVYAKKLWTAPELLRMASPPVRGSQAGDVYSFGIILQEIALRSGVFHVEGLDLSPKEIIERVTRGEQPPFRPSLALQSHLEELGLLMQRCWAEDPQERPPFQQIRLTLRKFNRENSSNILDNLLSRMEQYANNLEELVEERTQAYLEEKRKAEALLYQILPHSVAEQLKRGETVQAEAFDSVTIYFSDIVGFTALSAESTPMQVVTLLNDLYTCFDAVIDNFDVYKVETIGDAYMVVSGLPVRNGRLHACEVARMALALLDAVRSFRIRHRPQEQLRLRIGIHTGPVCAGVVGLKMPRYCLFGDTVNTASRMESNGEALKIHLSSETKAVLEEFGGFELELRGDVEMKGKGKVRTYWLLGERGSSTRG
SMARCA2 activ: activators of SMARCA2 function; MG213 cells, MMTV-luciferase reporter, dexamethasone, overnight; activation, % at 9.1 µM; 370,000 compounds, 1% hits; AID 652017; in the data active = activation above about 7.8%;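 note: 0% = vehicle wells and 100% = reference activator wells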
ADAM10 inh: inhibitors of human ADAM10; O14672; 370,000 compounds, 0.62% hits; recombinant ADAM10, EDANS/DABCYL FRET peptide cleavage, 3 h; inhibition, % at 7 µM;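 active = inhibition above a per-campaign cutoff equal to the mean of compounds falling between control-based bounds plus 3 SD, cut at about 20% in these data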;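 note: 0% = DMSO wells while the 100% control is not disclosed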
DAX1 inh-2: inhibits human nuclear receptor DAX1; HEK293 Gal4-DAX1 luciferase reporter, luminescence; AID 504766; 340,000 compounds, 0.99% hits; P51843; inhibition, % at 6.75 µM;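 active = inhibition above the mean over all tested compounds plus 3 SD, cut at about 4.2% in these data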;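 note: 0% = DAX1-transfected cells with DMSO and 100% = empty-vector control cells with DMSO; inhibition shows as a rise in luminescence from relieved DAX1 repression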
sPLA2-III inh: Blocks human group III sPLA2 activity; QFRET BODIPY PC-A2 liposome hydrolysis, fluorescence; AID 743126; Q9NZ20; 370,000 compounds, 0.56% hits; inhibition, % at 12.2 µM;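 active = inhibition above mean plus 3 SD of compounds lying within the high and low control bounds, cut at about 19% in these data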;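 note: 0% = median of test compound wells and 100% = no enzyme DMSO wells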
ssDAF12 agonist: activators of S. stercoralis DAF-12 nuclear receptor | activation, % at 6.8 µM | HEK293 ssDAF-12/GRIP1 lit1-tk-luc reporter, luminescence; % of 3 µM dafachronic acid response | AID 652126 | 370,000 compounds, 1% hits;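 active = activation above the mean over all tested compounds plus 3 SD, cut at about 0.9% in these data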;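 note: 0% = DMSO-only wells and 100% = 3 µM delta7-dafachronic acid wells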
hgDAF-12 ag: agonists of H. glycines DAF-12 nuclear receptor | HEK293 GAL4-hgDAF12 UAS-luciferase reporter, agonist luminescence; normalized to butyrate control | activation, % at 6.8 µM | 370,000 compounds, 1.8% hits;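 active = activation above a cutoff set at the mean of all screened compounds plus 3 SD, cut at about 10% in these data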;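 note: 0% = DMSO wells and 100% = sodium butyrate wells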
* = called active by the depositor; i = inactive; x = no result given. Rows are unselected, and some 6.6% of all compounds hit somewhere here.

SMILES	GC-B act	hcDAF12 agonist	DAX1 inh-1	FXN GAA850 act	GC-A act	SMARCA2 activ	ADAM10 inh	DAX1 inh-2	sPLA2-III inh	ssDAF12 agonist	hgDAF-12 ag
CCc1ccc(NS(=O)(=O)c2c(C(=O)N3CCCCCC3)c(C)n(C)c2C)cc1	2	-2.1	-0.1	-1.2	0	-1	-1	-0.6	-4	-1.1	0.2
CCOC(=O)c1sc(NC(=O)c2ccc(=O)[nH]c2)nc1C	-3	0.5	0.0	-1.1	-1	-1	1	6.1*	1	-0.4	-0.1
O=C1NC(c2ccccc2)=CC(c2ccccc2)N1 (centres undefined)	4	-0.5	-0.1	2.6	5	-2	-8	0.2	-1	-1.0	-0.7
CCOc1c(Br)cc(CNc2ncn[nH]2)cc1OC	-2	-1.0	0.7	1.7	0	-1	8	1.5	3	-1.5	-0.9
CC1=NN(C(N)=S)C(=O)C1N=Nc1ccc(S(N)(=O)=O)cc1 (centres undefined)	8	-1.4	-0.8	0.4	4	-1	14	0.5	16	-1.6	-2.5
O=C(Nc1cccc(-c2cnc3ccccc3n2)c1)c1ccncc1	14	-1.3	0.0	3.4	7	2	-3	-0.1	-4	-1.1	0.6
COc1ccc(NS(=O)(=O)c2cccc(C(=O)NCc3ccco3)c2)cc1	-5	-1.0	-1.4	-1.5	1	-3	-14	-0.9	-15	-0.6	1.8
NS(=O)(=O)c1ccc(CCNC(=O)COC(=O)c2cc([N+](=O)[O-])ccc2N2CCOCC2)cc1	6	-0.8	0.2	1.7	0	-1	-1	0.4	5	-0.6	3.0
CCOC(=O)c1n[nH]n2c1nc(=S)c1ccccc12	-3	2.0	-0.4	-0.4	7	-2	-16	-0.8	5	-0.6	0.1
CCN1CCCc2cc(CN(CCN3CCOCC3)C(=S)Nc3ccc(OC)c(OC)c3)ccc21	-2	-0.6	-0.3	0.1	1	-4	-14	-0.5	13	-1.2	2.6
CC(C)(C)NC(=O)COC(=O)c1ccc(Cl)cc1O	3	-0.3	0.1	1.5	-2	-2	0	0.5	-7	-1.2	-3.0
Cc1cc(N=Cc2c(O)n(-c3ccc4c(c3)OCO4)c(=O)c3ccccc23)ccn1	9	-1.1	-1.3	-0.6	9	0	i	-1.8	4	-0.8	0.7
COCCn1c(SCC(=O)NC2CCCC2)nnc1C(C)C	-3	-1.5	-0.1	1.1	-4	-2	3	0.9	-1	-1.0	-3.2
CCOC(=O)CSc1nc2sc(C)c(C)c2c(=O)n1C	1	-0.1	-0.2	0.8	1	-2	-4	-1.3	1	-1.3	-1.2
COc1cc(C2N(c3ccccc3)CCN2c2ccccc2)ccc1OC(C)=O	-4	-0.3	-0.5	1.4	-1	3	-1	0.1	6	-0.9	5.3

Overlap with the part before: 2 entries; new compounds follow.
SMILES	GC-B act	hcDAF12 agonist	DAX1 inh-1	FXN GAA850 act	GC-A act	SMARCA2 activ	ADAM10 inh	DAX1 inh-2	sPLA2-III inh	ssDAF12 agonist	hgDAF-12 ag
CCOC(=O)CSc1nc2sc(C)c(C)c2c(=O)n1C	1	-0.1	-0.2	0.8	1	-2	-4	-1.3	1	-1.3	-1.2
COc1cc(C2N(c3ccccc3)CCN2c2ccccc2)ccc1OC(C)=O	-4	-0.3	-0.5	1.4	-1	3	-1	0.1	6	-0.9	5.3
COc1cc2oc(=O)cc(CN3CCN(C(C)=O)CC3)c2cc1Cl	-1	-0.9	1.0	x	1	-6	-71	x	14	-1.1	-2.2
CC1CCN(C(=O)c2[nH]cnc2C(=O)Nc2ccccc2)CC1	-1	-0.5	-0.2	0.6	5	0	8	0.1	-18	-1.7	-1.4
O=C1COc2ccc(C(=O)COC(=O)C3CCN(S(=O)(=O)c4cccs4)CC3)cc2N1	10	-1.0	0.5	2.0	9	6	1	-1.5	-5	-1.1	0.2
Fc1cccc(Cl)c1C1Nc2cccc3cccc(c23)N1	0	-0.4	-0.8	2.6	-3	-2	-2	0.3	5	-0.7	-2.2
CCN(CC)C(=O)CSc1nnc(-c2ccccn2)n1-c1ccc(C)c(C)c1	-4	-1.4	0.1	-0.1	0	-2	6	0.6	3	-1.5	-2.9
O=C(Nc1cccnc1)c1ccc(COc2ccccc2Br)o1	-4	-1.8	0.2	-0.8	8	-4	-6	0.9	-9	-2.0	-2.8
Cc1ccc(C(=O)N/C(=C\c2cn(C)c3ccccc23)C(=O)N2CCN(C)CC2)cc1	0	-0.6	0.3	0.4	-3	-2	-5	0.2	-13	-0.7	0.7
Cc1ccccc1NC(=O)CN1CCC(NC(=O)Nc2ccccc2)CC1	0	0.5	-1.2	-0.9	0	-2	5	0.2	3	-1.0	3.9
N#Cc1ccsc1NC(=O)CN(Cc1ccccc1)Cc1ccccc1	-11	1.5	-0.7	2.1	-14	1	9	0.4	-7	-1.3	0.1
Cc1ccc(N2CCN(S(=O)(=O)N(C)C)CC2)c(C)c1	4	1.7	-0.3	-0.6	4	-1	1	-0.5	-6	-1.2	0.6
COc1cccc(-c2noc(C3CCCN(C(=O)c4ccccc4OC)C3)n2)c1 (centres undefined)	3	0.9	-0.4	4.6	-5	-1	8	-0.9	-9	-0.9	1.4
COc1ccc(NC(=O)CN(C)C(=O)CN2C(=O)c3ccc([N+](=O)[O-])cc3C2=O)cc1	-2	0.5	-0.8	2.5	-3	-2	0	0.6	6	-0.5	1.3
NNC(=O)CNC(=O)c1ccccc1F	-1	-1.8	-0.8	3.5	2	0	4	1.3	1	-1.1	-0.6
Nc1nc(COC(=O)C2CC(=O)N(CCc3ccccc3)C2)nc(Nc2ccccc2)n1 (centres undefined)	-6	-1.5	1.5	2.0	-1	1	-5	0.6	-2	-1.2	-1.6
Clc1ccc(OCc2nn3c(-c4ccncc4)nnc3s2)cc1	1	-1.9	0.6	-0.8	0	1	-1	-0.1	-5	-1.5	-0.4
COc1ccc(NC(=O)CSc2ccc(-c3ccco3)nn2)cc1	-1	-1.2	-1.8	-0.8	-2	0	4	-0.2	-3	-1.2	3.3
O=c1[nH]c(Cc2ccccc2)nc2ccccc12	4	-0.8	0.7	1.2	0	-1	-2	-0.2	6	-1.9	0.0
Cc1cc(C)cc(NC(=S)N2CCC(NC(=O)c3ccccc3C)CC2)c1	-4	-1.7	-1.0	1.1	3	-3	-1	-1.6	3	-0.9	-1.0
CC1=C(c2ccc(Cl)cc2)[N+](=O)C(C)(C)N1[O-]	6	0.7	-0.4	1.8	3	-4	-3	0.2	1	-0.4	-0.9
COc1ccccc1Cc1c(C(C)(C)C)nc2c(C)cc(Br)cn12	3	-0.3	-1.7	x	-1	-5	-25	x	2	-0.8	2.4
Cc1ccc(NC(=O)CSc2nc(=O)n(Cc3ccncc3)c3c2CCC3)c(C)c1	3	-1.8	0.9	-0.6	3	-1	-4	-0.2	7	-1.6	-1.3
CN(CC(=O)Nc1nc2ccccc2s1)S(=O)(=O)c1ccccc1	-4	1.6	-0.1	-0.3	8	4	9	-0.5	-15	-0.1	5.8
CCCCCCCCN1C(=O)[C@H](CC(=O)NCC2CCCCC2)C[C@@]2(C(=O)OC)CC(C)(C)CC=C12	4	1.1	3.4	x	0	-1	-12	x	2	-1.1	-2.1
c1ccc(-c2cc(N3CCCCC3)c3ccccc3n2)cc1	0	0.8	-1.4	0.1	-7	-4	-9	0.0	0	-1.8	0.5
COC(=O)c1ccc(CSc2nnc(-c3c[nH]c4ccccc34)n2C)o1	-2	-0.1	-1.4	-0.5	0	-1	2	-0.4	2	-1.7	-4.4
O=C(COC(=O)CNS(=O)(=O)c1c(Cl)cccc1Cl)Nc1ccccc1Sc1ccccc1	-2	-0.9	-0.3	2.5	11	-2	8	-0.7	-17	-1.5	0.3
O=C(Cc1cccs1)N(c1ccc(Cl)cc1)C1C=CS(=O)(=O)C1 (centres undefined)	-11	-0.8	-0.1	1.2	-18	1	0	-0.2	-6	-1.4	-1.8
Cc1ccc(-c2nc3ncccc3o2)cc1NC(=O)c1ccco1	-1	0.0	-1.0	-1.1	-5	-3	-5	-1.2	2	-1.1	-1.1
COC(=O)Nc1ccc(S(=O)(=O)Nc2ccc(C(=O)O)cc2)cc1	1	-0.5	1.1	-1.0	-1	2	-7	-0.1	0	-0.7	0.2
CCC1=C/C(=C/N(C)c2ccccc2)C(=O)S1	-1	2.4	-1.0	1.4	-5	-2	-12	-0.7	-4	-0.7	0.9
CCOC(=O)c1nn(-c2sc(C(=O)OC)c(C)c2C(=O)OC)cc1O	3	4.1	-0.2	-0.5	1	-2	-2	-0.4	-6	-2.0	-0.2
O=c1c2[nH]c3ccccc3c2ncn1Cc1ccco1	-7	0.4	0.0	0.0	0	-2	-27	0.3	7	-0.7	6.7
COc1ccccc1OCC(=O)Nc1cccc(-c2nc3ccccc3o2)c1	1	-2.5	0.5	-0.9	3	-1	-5	0.1	-24	-1.5	-0.7
O=C(COC(=O)c1ccc2c(c1)C(=O)N(c1cccc3ncccc13)C2=O)c1ccc(Cl)cc1	1	-1.0	-0.5	0.7	0	-1	-4	0.7	3	-1.4	-0.8
COc1cc(/C=C(\C#N)c2nc3ccc(C)cc3[nH]2)cc([N+](=O)[O-])c1O	1	1.7	0.9	3.6	7	0	-16	1.0	-7	-0.6	7.5
Cc1[nH]n(-c2ccccc2)c(=O)c1/C=N/O	-5	0.4	-0.3	1.1	0	-1	0	0.4	1	-1.3	-2.3
CS(=O)(=O)N1c2ccccc2[C@]2(Br)C[C@H]3C(=O)N[C@@H](Cc4ccccc4)C(=O)N3[C@H]12	-1	-0.2	-0.6	-1.2	1	-1	-1	0.0	-4	-1.5	-2.3
CC(=O)Nc1ccc(NC(=O)C(c2ccccc2)c2ccccc2)cc1	1	-2.5	-0.2	-1.8	-3	4	10	0.2	1	-1.6	2.9
Cc1occc1C(=O)NCc1cccs1	-4	3.0	1.7	-0.2	-4	0	-11	-0.1	0	-0.5	-1.5
Cc1oc(-c2ccccc2)cc1C(=O)Nc1ccc(N(C)C)cc1	2	-1.3	-0.7	1.0	5	0	22*	-0.8	6	-0.7	-0.6
Cc1nnc(SCC(=O)N2CCN(C(=O)c3ccco3)CC2)n1C	2	0.4	-0.7	-1.2	-2	-3	-21	4.7*	17	-1.5	0.8
CC1CCN(c2ccc3c(c2)S(=O)(=O)c2ccccc2C3=O)CC1	3	3.8	1.9	3.7	8	5	-3	0.9	-2	-0.2	5.2
Cn1nc(C(C)(C)C)c([N+](=O)[O-])c1C(=O)NCCO	7	-0.1	-0.2	1.5	0	-2	-5	0.0	4	-0.8	-3.3
COc1ccccc1NC(=O)c1ccc2c(c1)N(CC#N)C(=O)C(C)(C)O2	-4	-0.1	-0.2	0.5	1	0	4	0.0	-6	-1.3	-0.1
Cc1ccc(N(CC(=O)N2CC(=O)Nc3ccccc32)S(=O)(=O)c2ccc3c(c2)OCCO3)cc1	-18	-1.6	-1.0	2.9	-16	-3	-7	-0.5	-7	-0.9	1.4
CC(C)(C)c1ccc(OCC(=O)N2CCCCCC2)c(Br)c1	1	0.1	0.5	2.6	1	6	1	0.0	-3	-0.6	5.4

Bioassay records: PubChem, several laboratories
